Lmaj promast: inhibitors of Leishmania major promastigote growth. inhibition, % at 10 µM. Leishmania major promastigotes, resazurin fluorescence viability. AID 1063. 200,000 compounds, 9% hits; in the data active means inhibition above about 50%;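 further: promastigotes grown with compound for 44 hours at 28 °C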
TR-FRET SRC-2 ct: TR-FRET artefact, counter-screen to PPARgamma/SRC-2 agonist assay | AID 1049 | active compounds read high | 200,000 compounds, 0.4% hits | TR-FRET ratio at 8 µM; in the data active means TR-FRET ratio above about 2000; further: inactives centre near 1500; reference of the scale not given here
ROMK primary: modulators of human ROMK potassium channel. P48048. Tet-inducible ROMK, thallium flux fluorescence; actives lie on both sides. B-score at 10 µM. 130,000 compounds, 2% hits;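 active means signal ratio slope over the read window, or its plate-corrected B-score, at least 3 SD from the plate mean, either direction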;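 further: B-score of the F/F0 ratio slope over 7 to 12 s after thallium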
HMGR II inh: blocks class II HMG-CoA reductase of Enterococcus faecalis | inhibition, % at 10 µM | purified E. faecalis HMGR, NADPH absorbance 340 nm kinetic | 190,000 compounds, 0.41% hits;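 active means inhibition above a set limit, the median over all tested compounds plus 3 SD, cut at about 9.5% in these data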;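 further: enzyme runs in reverse so mevalonate oxidation gives rising NADPH absorbance; 0% = complete reaction with DMSO and 100% = background rate lacking mevalonate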
PPARg SRC2 recr: promotes SRC-2 coactivator recruitment by human PPARgamma. P37231. PPARgamma LBD-SRC-2 recruitment, biochemical. activation, % at 8 µM. 200,000 compounds, 0.34% hits; in the data active means activation above about 22%;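 further: 0% = vehicle and 100% = reference agonist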
Target sequence (P37231 whole entry, looked up, the tested form may be a part): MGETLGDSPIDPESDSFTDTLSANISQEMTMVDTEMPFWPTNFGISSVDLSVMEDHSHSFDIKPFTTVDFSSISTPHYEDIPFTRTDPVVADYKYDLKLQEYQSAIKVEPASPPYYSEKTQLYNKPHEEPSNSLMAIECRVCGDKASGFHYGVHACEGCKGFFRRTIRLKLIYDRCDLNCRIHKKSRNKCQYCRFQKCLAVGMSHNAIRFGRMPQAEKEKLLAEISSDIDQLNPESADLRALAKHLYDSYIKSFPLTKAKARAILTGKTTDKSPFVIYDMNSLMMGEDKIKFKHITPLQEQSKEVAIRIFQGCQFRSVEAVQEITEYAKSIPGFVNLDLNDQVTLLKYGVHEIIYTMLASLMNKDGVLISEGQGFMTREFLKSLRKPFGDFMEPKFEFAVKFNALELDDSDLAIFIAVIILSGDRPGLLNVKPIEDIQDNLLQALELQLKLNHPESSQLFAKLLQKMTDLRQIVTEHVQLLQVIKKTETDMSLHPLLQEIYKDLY
Redox H2O2 prof: compounds producing H2O2 with reducing agent – biochemical, NIH compound library profiling, artefact control for MLSCN library redox annotation, primary screen. 200,000 compounds, 0.03% hits. activation, % at 10 µM. DTT-dependent redox cycling H2O2, phenol red/HRP absorbance; 100% = 100 µM peroxide control, 0% = buffer. AID 878;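 active means activation of at least 50% relative to the plate's high and low controls in the primary single-dose screen; inactive means activation below 50%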;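 further: compound incubated with DTT at 0.8 mM final as the reducing agent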
S1P3 antag: S1P3 (human) receptor antagonism; 170,000 compounds, 0.27% hits; CHO S1P3 NFAT-BLA reporter, FRET fluorescence, antagonist mode; inhibition, % at 4.98 µM;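 active means inhibition above the plate cutoff, the mean inhibition of test wells on that plate plus 3 SD, cut at about 28% in these data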;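 further: cells challenged with S1P at its EC80 of 0.8 µM; blue over green emission ratio from cleaved BLA substrate after 4 h stimulation; 0% = S1P-stimulated wells and 100% = unstimulated DMSO-only wells; some compounds past the cut are filed as inactive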
Target sequence (Q99500 whole entry, looked up): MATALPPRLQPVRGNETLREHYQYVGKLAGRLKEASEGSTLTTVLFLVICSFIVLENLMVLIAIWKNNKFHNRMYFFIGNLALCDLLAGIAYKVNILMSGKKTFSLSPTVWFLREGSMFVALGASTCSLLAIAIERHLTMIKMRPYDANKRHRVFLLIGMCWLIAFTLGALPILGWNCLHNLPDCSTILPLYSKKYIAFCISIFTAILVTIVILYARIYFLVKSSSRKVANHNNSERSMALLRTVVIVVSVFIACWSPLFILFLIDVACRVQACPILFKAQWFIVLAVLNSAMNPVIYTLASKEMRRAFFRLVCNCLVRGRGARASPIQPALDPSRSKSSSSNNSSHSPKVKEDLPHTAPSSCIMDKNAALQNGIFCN
PPARg SRC-1 ag: PPARgamma-driven SRC-1 recruitment agonism; activation, % at 8 µM; PPARgamma-SRC-1 coactivator recruitment biochemical assay; 200,000 compounds, 0.41% hits; AID 631; in the data active means activation above about 19%;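 further: 0% = DMSO and 100% = reference agonist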
PPARg SRC-3 ag: PPARgamma-driven SRC-3 recruitment agonism | P37231 | AID 731 | activation, % at 8 µM | 200,000 compounds, 0.26% hits | biochemical PPARgamma/SRC-3 coactivator recruitment assay; in the data active means activation above about 23%;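 further: 0% = DMSO and 100% = reference agonist; some compounds past the cut are filed as inactive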
bIAP inh: blocks bovine intestinal alkaline phosphatase activity; purified bovine IAP, CDP-star luminescence, 30 min; inhibition, % at 20 µM; 190,000 tested, under 10 active;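 active means over 50% inhibition of intestinal alkaline phosphatase at 20 µM in the single-dose screen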
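System: Purified bovine intestinal alkaline phosphatase (IAP) enzyme | Input: IAP diluted 1/65,000,000 in the well | Also added: CDP-star chemiluminescent phosphatase substrate, 30 µM final | Dosing: 20 µM single dose | Times: Enzyme reaction for 30 min at room temperature | Detection: Luminescence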
RAM network inh: inhibitors of the yeast RAM network | S. cerevisiae dse1pr::URA3 reporter, 5-FOA growth OD615, 2 d; analog-sensitive cbk1-as2 kinase mutant strain | inhibition, % at 50 µM | 190,000 compounds, 1.8% hits | AID 868;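 active means inhibition above a set limit, 3 SD over mean compound inhibition, cut at about 8.4% in these data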;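 further: 0% = DMSO-only wells with no growth and 100% = 10 µM 1-NA-PP1 full growth; inhibition rescues growth on 5-FOA so higher OD means more RAM inhibition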
* marks the source's active call; other numbers are inactive results; x = no result given. An unsorted share of the library; 13% or so of the library scored in one or more.

Molecule	Lmaj promast	TR-FRET SRC-2 ct	ROMK primary	HMGR II inh	PPARg SRC2 recr	Redox H2O2 prof	S1P3 antag	PPARg SRC-1 ag	PPARg SRC-3 ag	bIAP inh	RAM network inh
O=C(NCC(=O)N(CCN1CCOCC1)C(C(=O)NC1CCCC1)c1cccnc1)c1cccs1 (stereo not drawn)	2	1458	1.1	-1	-2	0.7	-23	1	1	5	1.5
CCCCn1c(O)c(N=NC(=O)c2ccccc2NS(=O)(=O)c2cccs2)c2ccccc21	8	1378	-0.6	-4	4	-0.4	-2	-8	1	6	7.9
O=C(Cc1ccc(Cl)cc1)NCC(=O)N1CCCC1	-1	1513	x	-1	5	0.9	-45	-1	-5	3	0.0
Cn1c(SCC(=O)Nc2nccs2)nnc1C12CC3CC(CC(C3)C1)C2	-1	1515	0.0051	-1	1	0.7	-22	-2	4	11	-0.6
COc1ccc2nc(C(C)O)[nH]c2c1 (stereo not drawn)	10	1563	0.19	-7	5	1.8	x	-4	4	-1	1.3
CCOC(=O)c1ccc(NC(=O)Nc2ncccc2C)cc1	9	1344	-0.76	-2	-10	0.3	-9	-2	0	-11	2.3
CN1/C(=C\C(=O)CSc2cccc[n+]2[O-])C(C)(C)c2ccccc21	5	1458	-1.8	-1	0	-0.2	-7	2	1	-11	-1.5
COCCn1c(SCC(=O)Nc2ccc3c(c2)OCCO3)nc2c(c1=O)SC(C)C2 (stereo not drawn)	12	1603	x	-7	-3	0.0	-9	1	-2	-1	1.7
CC(Nc1[nH]c(=O)n(C)c(=O)c1N=O)c1ccccc1 (stereo not drawn)	-1	1354	-0.66	-10	-13	1.1	-2	4	-1	2	-1.5
O=C1Nc2c(c(=O)[nH]c(=O)n2-c2ccccc2)C(C(F)(F)F)(C(F)(F)F)N1	-3	1435	0.57	1	-2	0.2	x	-4	-6	8	0.0
CCC(CC)C(=O)N(CCc1ccc(OC)cc1)Cc1nc2ccccc2c(=O)[nH]1	100*	1577	-1.1	2	5	-1.2	x	-1	1	-1	-1.3
NC(=S)N/N=C/c1ccc(-c2cccc([N+](=O)[O-])c2)o1	38	1381	0.26	-1	7	-4.6	x	-2	0	15	2.5
OCC1(CCOc2ccccc2)CCN(Cc2nc3ccc(F)cc3[nH]2)CC1	38	1646	-0.86	-5	1	-0.2	8	3	5	-12	1.3
CC(NC(=O)c1ccccc1NC(=O)c1ccccc1)C(=O)N1CCOCC1 (stereo not drawn)	9	1359	-0.031	0	-3	-0.2	-7	2	-1	9	0.3
COc1ccccc1C1/C(=C(/O)c2ccccc2)C(=O)C(=O)N1CCO (stereo not drawn)	0	1648	x	-5	2	-2.0	-18	13	0	10	1.4
Clc1ccc2nc(N3CCN(c4ccccc4)CC3)sc2c1	-1	1568	x	-5	8	3.1	1	-1	12	0	3.2
COc1cc(C2C3=C(CC(C)(C)CC3=O)N(C)C(=O)N2C)cc(OC)c1OC (stereo not drawn)	-4	1693	0.014	-3	3	0.1	x	-4	1	10	-0.6
O=C(Nc1ccc(Br)cc1Cl)c1cnccn1	-11	1670	x	4	2	-0.7	-10	2	-3	18	2.2
CC(C)OC(=O)CSc1nc(-c2ccc(F)cc2)nc2ccc(F)cc12	-3	1780	x	2	5	-1.5	x	8	5	-10	6.4
COc1ccc(CCn2ccc(O)c(Cc3ccc(Cl)cc3)c2=O)cc1OC	20	1596	0.2	-1	7	1.1	-19	4	9	-4	2.7
CCN(CC)CCNC(=O)c1ccc2c(=O)n(CCc3ccccc3)c(=O)[nH]c2c1	7	1586	x	-3	11	-2.8	x	7	2	20	0.1
O=C(CC1SC(=Nc2ccccc2)N(Cc2ccccn2)C1=O)Nc1cccc(Cl)c1 (stereo not drawn)	47	1391	x	2	1	0.5	7	-3	1	7	2.3
Cc1cc(C)c(S(=O)(=O)N2CCN=C2c2ccccc2)c(C)c1	17	1395	x	-2	-10	0.6	-3	-4	-3	10	-0.4
Cc1cc2ncc(S(C)(=O)=O)c(N)n2n1	-3	1496	0.78	-1	6	-0.1	-16	1	7	-6	1.0
Fc1ccc(N2CCN(c3ccc4c(C(F)(F)F)cc(C(F)(F)F)nc4n3)CC2)cc1	29	1716	x	3	9	0.5	x	12	3	7	1.9
C=CCOc1c(Br)cc(CNn2nnnc2N)cc1OCC	10	1468	2.7	-3	4	1.9	18	0	10	18	0.7
CN1CCN(C(=O)c2ccccc2N(Cc2ccccc2)S(C)(=O)=O)CC1	-7	1457	x	1	5	0.6	x	0	-1	8	1.0
CSc1ccccc1NC(=O)CN(C)CC(=O)Nc1ccc(N2CCOCC2)cc1	-3	1605	-0.18	-4	11	-0.3	-23	6	7	-9	1.0
Cc1ccc(NC(=S)N(CCCN2CCOCC2)Cc2cccnc2)cc1C	64*	1699	-0.3	-7	0	-1.8	7	3	-4	-2	0.0
O=C(Nc1nc(-c2cccs2)cs1)C1=COCCO1	-3	1471	x	-2	-8	0.5	7	-8	0	7	2.3
Cc1ccc(-n2c(O)cnc2Nc2nc(C)cc(C)n2)cc1	-2	1786	0.31	1	5	1.2	3	14	2	-16	0.8
N#Cc1ccsc1NC(=O)c1cccc([N+](=O)[O-])c1	3	1790	-0.21	-5	8	-0.9	-12	18	5	10	4.9
O=C(O)/C=C/c1ccc2ccccc2n1	-3	1335	x	-1	-12	-0.2	x	-7	1	-4	1.2
O=c1cc(CSc2nnc(COc3ccc(Cl)cc3)o2)c2ccccc2[nH]1	-6	1516	x	5	10	0.9	-3	4	3	-1	3.4
O=C(/C=C/c1ccc(Cl)c([N+](=O)[O-])c1)Nc1ccc(NC(=O)c2ccco2)cc1	0	1458	x	-1	-5	0.3	-7	-4	1	x	5.3
Cc1cccc(NC(=O)CN(C)S(=O)(=O)c2cccc3cccnc23)c1	-4	1665	x	-2	-2	-1.6	-16	5	-3	12	1.1
Cc1ccc(C)c(NC(=O)COC(=O)c2ccc3c(c2)OCO3)c1	-8	1640	-1.1	-1	-4	-0.3	-7	10	2	-10	1.1
CCN1C(=O)c2cccc3c(S(=O)(=O)N(C(=O)c4ccncc4)c4ccc(OC)cc4)ccc1c23	3	1441	x	3	2	-0.1	13	4	0	37	4.6
COc1ccc(-n2ncc3c(=O)n(CC(=O)N4c5ccccc5CC4C)cnc32)cc1 (stereo not drawn)	-3	1333	x	-4	4	1.0	x	-1	-13	-29	1.1
O=C1c2ccccc2C(=O)N1/N=C/c1ccc(O)c(O)c1	-5	1605	0.74	4	2	-0.7	-1	0	0	-12	0.9
COC(=O)C1=C(C(=O)OC)C(c2ccc(OC)c(OC)c2)c2sc(=O)[nH]c2S1 (stereo not drawn)	7	1594	-1.2	1	-6	0.1	-5	-2	1	1	1.0
CCOC(=O)N1CCN(Cc2nc(N)nc(Nc3ccc(C)cc3)n2)CC1	4	1507	0.09	-3	1	-0.1	x	3	14	0	0.7
CN(C)C(=O)CSc1nnc(-c2cnccn2)n1C	-8	1633	-0.16	-4	5	-1.1	x	5	-9	4	1.1
COC(=O)Nc1ccc(S(=O)(=O)N2CCCC(C(=O)NC3CCCCC3)C2)cc1 (stereo not drawn)	4	1431	0.22	-5	-3	0.1	-8	5	-1	-5	2.7
COc1ccc(OC)c(Nc2nc(-c3sc(NC(=O)c4ccccc4)nc3C)cs2)c1	-1	1358	x	11*	-3	2.0	x	-2	-12	10	0.3
Cc1cccc(N2CC(O)(c3cccs3)[N+]3=C2CCCC3)c1C (stereo not drawn)	30	1650	0.48	0	8	-0.1	-2	5	6	-10	1.0
O=C(NCc1ccccn1)c1coc(=O)c(Br)c1	5	1582	-1.1	-3	11	2.7	x	5	11	-22	1.2
Cc1cc(C(=O)CSc2n[nH]c(N)n2)c(C)n1-c1ccc(F)cc1	17	1824	x	0	9	1.2	x	2	6	9	-1.8
CCn1c(CCc2nc3ccccc3[nH]2)n[nH]c1=S	-11	1462	-1.4	5	-1	0.2	3	4	-1	-33	1.2
CCOCC(=O)Nc1cc(-c2cn3cccnc3n2)ccc1C	-2	1817	x	-5	5	0.6	x	10	12	5	1.2
CC(=O)Nc1ccc(NC2=C(Cl)C(=O)c3ccccc3C2=O)cc1	4	1439	0.74	0	2	0.2	-17	-5	1	-3	4.4
COc1ccc(S(=O)(=O)N2CCc3ccccc32)cc1C(=O)NCCc1ccccn1	5	1550	x	-3	0	0.1	-1	6	1	-7	-0.2
CCOC(=O)c1cnn(-c2ccccc2)c1-n1cccc1C(=O)C(=O)Nc1ccc(F)cc1	0	1652	x	-5	4	-8.1	x	3	6	-1	3.8
COc1ccc(C(=O)NN2C(=O)C3CCC(C)(C2=O)C3(C)C)cc1 (stereo not drawn)	-5	1355	x	-1	2	0.1	x	-3	-6	4	-0.7
COCCSc1ccccc1C(=O)Nc1ccncc1	-1	1583	0.75	-5	4	-0.3	4	9	-1	0	0.0
